# Assay outcomes (PubChem BioAssay)
# Growth percent in the NCI-60 one-dose screen (48 h, 10 µM unless noted): 100 = growth as untreated, 0 = no growth, -100 = all killed.
# LOX IMVI: LOX IMVI melanoma; AID 1794757; 79,000 tested, 7.4% active
# MALME-3M: MALME-3M melanoma | 78,000 tested, 5.8% active
# BT-549: BT-549 breast cancer. 78,000 tested, 4.4% active
# UACC-62: UACC-62 melanoma | AID 1794756 | 81,000 tested, 5.4% active
# UACC-257: UACC-257 melanoma; 78,000 tested, 4.4% active; AID 1794764
# HS 578T: HS 578T breast cancer; 78,000 tested, 4.1% active
# MCF7: MCF7 breast cancer | 82,000 tested, 6.3% active | AID 1794796
# T-47D: T-47D breast cancer; 79,000 tested, 5% active
# Numbers without * were called inactive; · = not tested or not shown; & = joins results of further samples. Rule for the calls: active = growth percent below 10; inactive = the rest.
no.	canonical_smiles	LOX IMVI	MALME-3M	BT-549	UACC-62	UACC-257	HS 578T	MCF7	T-47D
1	O=C(CCCN1CCC(O)(c2ccc(Cl)cc2)CC1)c1ccc(F)cc1	105.1&95.5	106.3&100.4	95.6&105.4	99.2&88.0	98.1&109.2	98.9&90.9	100.1&99.1	93.1&105.7
2	O=C1NC(=S)S/C1=C\N1N=C(c2ccc(Cl)cc2)CC1c1ccc(F)cc1 (stereo unspecified)	80.6	83.7	100.1	73.6	106.8	84.8	71.9	72.2
3	CC1Cc2c(Cl)ncnc2N(C)c2ccccc21 (stereo unspecified)	-43.6*	0.8*	·	13.5	11.5	24.6	14.1	42.5
4	CC(=O)n1cc(C2CC(=O)OC3=C2C(=O)CCC3)c2ccccc21 (stereo unspecified)	102.6	106.3	100.8	90.7	97.7	126.1	103.9	92.4
5	O=C1Nc2ccc(F)cc2/C1=C\c1nc(-c2ccccc2F)n2ccccc12	61.0	83.3	102.3	94.6	96.2	102.7	47.9	88.0
6	N#Cc1cnc2ccc(-c3cnc(N)nc3)cc2c1N1CCc2cc(F)c(Cl)cc21	2.7*	-11.6*	3.1*	-17.2*	8.9*	-22.5*	5.8*	9.4*
7	COc1ccc(C2CC(c3cc4ccccc4oc3=O)=NN2c2ccc(S(=O)(=O)NC(=O)Nc3ccccc3C)cc2)cc1 (stereo unspecified)	92.6	103.7	·	89.2	113.3	84.8	91.1	95.8
8	Cc1cc(=O)oc2c(N)nccc12	102.2	114.9	107.1	104.7	·	112.0	96.6	114.5
9	O=C(c1ccc(Cl)cc1Cl)C(Cl)Cl	103.0	108.7	110.6	98.5	107.6	106.1	108.7	109.3
10	COc1ccc(-c2c[nH]c(C(=O)O)c2-c2cc(OC)c3c(c2OC)OCO3)cc1	95.4	96.1	103.1	95.4	98.7	99.9	103.3	·
11	OCC#CC#CCO	103.0	131.6	·	96.9	116.8	129.1	91.2	113.7
12	O=[N+]([O-])c1cccc2c(Br)cccc12	101.9	109.6	113.3	95.3	99.5	94.5	94.2	103.2
13	c1cncc(-c2csc(-c3c[nH]c4ccccc34)n2)c1	87.0	78.8	89.2	88.7	·	90.6	77.3	64.1
14	CSc1nc2c(c(=O)n1C)CN(Cc1ccccc1)C=N2	107.0	163.8	211.8	103.3	104.3	119.0	102.6	92.3
15	NCCC(=O)Nc1nc2c(s1)C[C@@H](NC(=O)c1cc(Cl)c(Cl)[nH]1)CC2	75.0	90.4	93.6	83.9	103.4	90.4	82.7	70.8
16	O=C1C=CC(=O)N1c1cccc(N2C(=O)C=CC2=O)c1	73.5	-36.4*	113.1	108.6	96.8	113.6	65.9	-13.6*
17	Clc1ccc(C2=C3CCCCC3=NC3=CC=CCN32)cc1	98.5	101.8	105.0	93.7	96.0	102.1	93.9	87.1
18	CCOC(=O)C(NC(=O)c1ccccc1)C(=O)OCC	105.0	101.6	103.7	99.1	119.2	104.3	102.3	106.9
19	COc1cc(-c2nc(N)n(C(=S)Nc3ccccc3)n2)cc(OC)c1OC	96.1	93.2	103.1	88.9	112.2	94.4	88.9	96.4
20	Cn1c(=O)c2[nH]c(SC/C(=N/O)c3ccc(Br)cc3)nc2n(C)c1=O	36.9	20.0	28.3	-14.2*	84.0	31.8	69.1	23.1
21	O=C(O)c1cc(I)cc(I)c1O	99.6	87.3	92.2	95.1	103.7	95.0	104.1	97.4
22	O=C(/C=C/c1cccc(F)c1)c1cccc(OCCCCOc2cccc(C(=O)/C=C/c3cccc(F)c3)c2)c1	95.2	100.9	124.5	94.8	105.1	99.3	54.6	105.0
23	COc1ccc(N2CCN(CCCNS(=O)(=O)c3ccc(C)cc3)CC2)cc1	93.9	100.2	100.2	97.7	112.7	107.8	93.8	89.9
24	COc1ccc2oc(=O)cc(/C=C3/C(=O)N(c4ccccc4)N=C3C)c2c1	94.2	96.9	127.6	104.9	120.5	99.3	98.6	90.6
25	CC(=O)O[C@H]1[C@H](CC#CC#CC[C@@H]2C[C@]3(C)[C@H]4CC=C5[C@H]6[C@@H](C)[C@H](C)CC[C@]6(C(=O)NCCCCN)CC[C@@]5(C)[C@]4(C)CC[C@H]3C(C)(C)[C@H]2OC(C)=O)C[C@]2(C)[C@H]3CC=C4[C@H]5[C@@H](C)[C@H](C)CC[C@]5(C(=O)NCCCCN)CC[C@@]4(C)[C@]3(C)CC[C@H]2C1(C)C	94.9	94.1	110.5	109.9	114.0	116.3	104.8	·
26	CC(=O)Nc1cccc(Nc2nc(N[C@H]3CCCc4ccccc43)c3ccccc3n2)c1	·	101.8	130.9	92.0	101.9	·	95.6	101.7
27	Nc1ccc(-c2nc3nc(N)nc(N)c3nc2-c2ccc(N)cc2)cc1	101.3	90.6	74.7	97.7	96.3	88.9	79.7	38.2
28	O=C(NC1(C(=O)O)CCCC1)C(Cl)Cl	108.4	108.8	97.4	103.3	84.1	115.8	101.6	105.8
29	Cc1cc2c(cc1C)[n+](=O)c(C(=O)c1ccccc1)c(C(F)F)n2[O-]	50.8	93.2	81.0	68.1	92.5	66.3	83.5	73.0
30	O=S(=O)(c1ccc(N=Cc2cccs2)cc1)c1ccc(N=Cc2cccs2)cc1	94.1	110.5	121.1	83.6	102.6	103.6	103.5	102.6
31	COc1ccc(C2=NN(C(=O)c3cc(OC)c(OC)c(OC)c3)C(c3ccc(C#N)cc3)C2)cc1OC (stereo unspecified)	33.6	39.5	28.6	43.6	69.2	-18.3*	27.0	37.1
32	CCCCCc1cc[n+](CC(=O)c2ccc([N+](=O)[O-])cc2)cc1	45.9	85.2	77.0	91.1	35.6	105.6	43.0	56.7
33	CC(=O)N[C@H](C(=O)N[C@H](Cc1ccccc1)C(=O)N[C@H](CS)C(=O)N[C@H](CCCN=C(N)N)C(=O)N[C@H](CCCN=C(N)N)C(=O)N[C@H](CCCN=C(N)N)C(=O)N[C@H](CCCN=C(N)N)C(N)=O)[C@@H](C)O	106.5	113.0	110.6	100.7	104.4	100.9	99.3	99.9
34	FC(F)(F)c1cc2c(Cl)ncnc2n1CCN1CCCCC1	-88.8*	86.9	-3.0*	50.8	73.6	56.3	52.1	70.5
35	CC(C(N)=O)N1CCN(c2ccccc2Cl)CC1 (stereo unspecified)	97.2	107.0	93.9	84.8	97.0	91.6	88.1	102.7
36	COc1ccc(/C=C2\N=C3N(N=C(c4ccccn4)N3c3ccccc3)C2=O)cc1	95.6	107.8	97.9	91.1	113.9	108.0	96.9	·
37	Cc1cc(C)c(N2C(=O)CC(Nc3ccc(Cl)cc3Cl)C2=O)c(C)c1 (stereo unspecified)	96.0	96.7	111.8	91.4	103.4	95.8	91.0	93.7
38	O=C(c1ccc(F)cc1)C(c1c[nH]c2ccccc12)c1c[nH]c2ccccc12	-76.3*	69.5	71.4	53.7	86.3	86.1	15.2	63.9
39	O=[N+]([O-])c1ccc(COP(=O)(O)OCc2ccc([N+](=O)[O-])cc2)cc1	97.5&98.1	98.7&126.0	113.7&111.7	110.2&104.3	101.7	100.4&111.7	95.5&102.0	97.2&108.0
40	SCc1ccc(Cl)cc1Cl	97.8	108.2	101.1	98.0	98.5	100.0	102.4	96.5
41	CCCCc1ccc(-c2nn[nH]n2)nc1	91.2	103.2	101.7	108.7	98.1	104.9	98.2	94.6
42	Cn1c2c(sc1=O)CCC2	114.7	78.2	102.2	96.8	114.0	·	95.1	104.1
43	Cc1ccc(C)c2c1sc1nnc(Cl)c(=O)n12	100.5	104.0	106.7	101.3	107.7	101.7	94.9	101.8
44	O=S(=O)(O)c1ccc(N=NNc2ccc(S(=O)(=O)O)cc2)cc1	105.5	130.2	102.3	103.5	92.1	105.5	93.6	108.5
45	Cc1ccc(C2CC(c3ccc(Nc4nc(NCCO)nc(N5CCOCC5)n4)cc3)=NN2c2cc(Cl)cc(Cl)c2)cc1 (stereo unspecified)	91.6	94.2	114.4	76.9	99.9	95.7	66.6	84.8
46	O=C(Nc1cc(C(F)(F)F)cc(C(F)(F)F)c1)Nc1ccc2oc(=O)ccc2c1	-43.1*	-26.4*	10.0	14.0	1.2*	36.8	3.8*	4.8*
47	COc1ccc(N2COC(=O)c3ccccc32)cc1OC	106.3	119.6	93.1	98.3	114.1	111.2	88.2	80.2
48	COc1ccc(Nc2csc(Nc3cnccn3)n2)cc1	96.6	106.3	110.1	94.8	106.4	94.8	96.5	112.8
49	COc1cc(/C=C2\CN(C(=O)CCN3CCC(=NO)CC3)C/C(=C\c3cc(OC)c(OC)c(OC)c3)C2=O)cc(OC)c1OC	-85.2*	-50.4*	-81.4*	-70.7*	-16.9*	6.4*	-54.3*	4.4*
50	N#CCCCCOCCCCC#N	102.9	96.7	90.2	101.2	99.8	98.5	89.0	97.8
51	O=S(=O)(c1ccc(F)cc1)c1ccc(F)cc1	100.2	105.1	·	97.4	93.7	117.0	119.0	112.7
52	COc1ccc(NC(=O)Nc2ccc(-c3ccc(NC(=O)Nc4ccc(OC)cc4)c(C)c3)cc2C)cc1	97.7	87.1	90.1	92.8	96.1	92.8	98.2	92.1
53	CCC1(C)OC(=O)N(C)C1=O (stereo unspecified)	·	124.9	107.9	103.6	109.5	124.0	101.0	109.4
54	CC(OC(=O)Nc1ccccc1)C(=O)OCCCl (stereo unspecified)	101.9	97.0	98.9	104.7	107.8	·	98.3	96.5
55	COc1ccc(-c2nc3ccc(/C=C/C(=O)c4cccc(N)c4)cc3s2)cc1	94.2	92.3	105.5	86.1	102.1	99.7	95.0	84.1
56	CCCCCCCC(=O)Nc1cc2c3c(c1)CCC(=O)N3CCC2	102.4	103.5	106.8	94.2	103.8	106.5	98.6	85.1

# The list goes on.
no.	canonical_smiles	LOX IMVI	MALME-3M	BT-549	UACC-62	UACC-257	HS 578T	MCF7	T-47D
57	O=C(CCN1C(=O)/C(=C/c2ccc(O)cc2)SC1=S)Nc1ccc(Cl)cc1	97.8	89.9	99.8	83.3	101.3	92.8	89.0	101.9
58	Nn1c(=O)n(-c2cccc(C(F)(F)F)c2)c(=O)c2cc(-c3ccc(F)cc3F)ccc21	0.7*	-17.2*	-6.3*	1.7*	-8.9*	0.6*	1.3*	-13.8*
59	COc1ccc(N2CC(c3nc4ccccc4s3)CC2=O)cc1 (stereo unspecified)	87.2	83.7	·	88.1	114.8	98.8	78.0	66.3
60	Cc1ccc2nc(N)[nH]c2c1	95.2	89.7	111.3	97.2	104.2	103.2	94.8	108.2
61	NC(=O)c1cccc(-n2ccc3cc(NC(=O)Nc4ccc(N5CCOCC5)c(C(F)(F)F)c4)ccc32)n1	-10.9*	12.3	-14.8*	-16.1*	35.7	-21.8*	8.8*	1.3*
62	O=C(O)CC1(CC(=O)Nc2nccs2)CCCCC1	108.0	110.3	99.0	102.2	116.3	102.3	103.8	·
63	COc1ccc2c(c1)c(-c1nnc(N)nc1-c1c[nH]c3ccc(F)cc13)cn2C	42.7	75.7	53.5	35.9	62.5	49.8	18.9	46.5
64	COc1ccc(NC(=O)CNc2ccc(-c3nc4ccccc4s3)cc2)cc1	81.3	120.2	93.0	90.5	128.4	105.6	65.5	92.7
65	Cc1nc2ccc(Br)cn2c1-c1nnc(SCc2ccccc2[N+](=O)[O-])o1	97.9	91.4	93.5	92.2	124.0	112.1	77.7	94.6
66	Fc1ccc(-c2nnc(N3CCOCC3)c3ccccc23)cc1F	95.8	102.1	92.5	97.9	115.6	93.7	91.6	106.5
67	CCOc1ccc2c(c1)c(C)cc(C)[n+]2CC	73.8	100.7	33.8	92.8	76.0	103.7	72.3	69.5
68	Nc1c(-c2nc3ccccc3[nH]2)nnn1-c1ccccc1Cl	92.5	97.6	108.5	103.3	110.3	103.8	85.1	88.6
69	CC(C)(C)CC(C)(O)CN(CC(C)(O)CC(C)(C)C)C(=S)S (stereo unspecified)	105.9	91.1	102.7	107.7	110.4	108.7	107.1	87.4
70	CC(=O)Nc1ccc(/C=N/Nc2nnc(N/N=C/c3ccc(NC(C)=O)cc3)c3ccccc23)cc1	83.6	118.3	99.8	107.1	119.8	114.8	48.6	·

# Part of the list above in order of heavy-atom count, high to low.
no.	canonical_smiles	LOX IMVI	MALME-3M	BT-549	UACC-62	UACC-257	HS 578T	MCF7	T-47D
61	NC(=O)c1cccc(-n2ccc3cc(NC(=O)Nc4ccc(N5CCOCC5)c(C(F)(F)F)c4)ccc32)n1	-10.9*	12.3	-14.8*	-16.1*	35.7	-21.8*	8.8*	1.3*
70	CC(=O)Nc1ccc(/C=N/Nc2nnc(N/N=C/c3ccc(NC(C)=O)cc3)c3ccccc23)cc1	83.6	118.3	99.8	107.1	119.8	114.8	48.6	·
58	Nn1c(=O)n(-c2cccc(C(F)(F)F)c2)c(=O)c2cc(-c3ccc(F)cc3F)ccc21	0.7*	-17.2*	-6.3*	1.7*	-8.9*	0.6*	1.3*	-13.8*
63	COc1ccc2c(c1)c(-c1nnc(N)nc1-c1c[nH]c3ccc(F)cc13)cn2C	42.7	75.7	53.5	35.9	62.5	49.8	18.9	46.5
64	COc1ccc(NC(=O)CNc2ccc(-c3nc4ccccc4s3)cc2)cc1	81.3	120.2	93.0	90.5	128.4	105.6	65.5	92.7
65	Cc1nc2ccc(Br)cn2c1-c1nnc(SCc2ccccc2[N+](=O)[O-])o1	97.9	91.4	93.5	92.2	124.0	112.1	77.7	94.6
66	Fc1ccc(-c2nnc(N3CCOCC3)c3ccccc23)cc1F	95.8	102.1	92.5	97.9	115.6	93.7	91.6	106.5
59	COc1ccc(N2CC(c3nc4ccccc4s3)CC2=O)cc1 (stereo unspecified)	87.2	83.7	·	88.1	114.8	98.8	78.0	66.3
69	CC(C)(C)CC(C)(O)CN(CC(C)(O)CC(C)(C)C)C(=S)S (stereo unspecified)	105.9	91.1	102.7	107.7	110.4	108.7	107.1	87.4
62	O=C(O)CC1(CC(=O)Nc2nccs2)CCCCC1	108.0	110.3	99.0	102.2	116.3	102.3	103.8	·
67	CCOc1ccc2c(c1)c(C)cc(C)[n+]2CC	73.8	100.7	33.8	92.8	76.0	103.7	72.3	69.5
